# Screens (PubChem BioAssay)
# Lipid storage S3: qHTS Assay for Lipid Storage Modulators in Drosophila S3 Cells. Drosophila S3 cells, BODIPY lipid droplet fluorescence, 18-24 h; cells fed with added oleic acid. lipid storage change, negative = inhibition, % at the top dose, mostly 46.1 µM; hits show Potency in µM. hit rate 0.64% among 320,000; active = well fitted inhibition curve with a large enough effect in the signal ratio, with a control signal flat, not every such curve was filed as active; inconclusive = small, poorly fitted or top-dose-only effect, or effect the other way, or a change in a side signal; the % refers to the signal ratio
#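 Drosophila S3 cells loaded with oleic acid (400 uM, as added) and compounds at several concentrations; lipid droplets imaged by 488-nm laser-scanning cytometry, 500–530 nm intensity and object ratio to cell channel. Percent activity normalized to 20 uM Triacsin C.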
# Lipid storage S3 cell count max: also measured in Lipid storage S3; calls as there; cell number change, %; measured here: cell count max response;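 cells counted by Cell Tracker Red CMTPX staining in the red channel; peak over a dose series mostly up to 46.1 µM; percent activity relative to internal control wells on each plate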
# The depositor's hits bear a star; i = inactive; ? = inconclusive; / = no result given; [ ] = dose if it differs, or a comment. % is set by controls: 0 for no effect and ±100 for the full control effect; potency is the fitted concentration of half-maximal effect. The list is partial; the hit share may differ from the screen's.
# The line under a structure holds: Lipid storage S3, Lipid storage S3 cell count max
> CN(CC(=O)Nc1ccccc1Cl)C(=O)Cn1cc(C(F)(F)F)cc(Cl)c1=O
    ?, /
> O=C(Nc1ccccc1C(=O)NCCc1ccccc1)c1cnccn1
    i, 3.6
> COc1cccc(CN(C)C(=S)Nc2cccc(C)c2)c1
    2.1%, -1.3
> CCOC(=O)C1(CCOC)CCN(C(C)CCc2ccc(OC)cc2)CC1 (centres undefined)
    ?, /
> CC(C)(C#CCN1CCCC1)OCCC#N
    ?, /
> O=C(NC(=S)N1CCOCC1)c1cn(-c2ccccc2)nc1-c1ccc(F)cc1
    -13.1%, -10.1
> O=C(c1cccs1)C1C(c2ccc(Br)cc2)NC(=S)NC1(O)C(F)(F)F (centres undefined)
    -20.0%, -33.8
> O=[N+]([O-])c1c(NCc2ccccc2)cc(N2CCc3ccccc3C2)c2nonc12
    12.2%, 1.5
> CC(C)COc1ccc(CSCCNC(=S)Nc2ccccc2)cc1
    -21.0%, /
> O=C(Cc1cccs1)N(CC1CCCO1)C1(C(=O)NC2CCCCC2)CCCCC1 (centres undefined)
    i, /
> CC(=O)NC1=NN(C(C)=O)C(C)(c2ccco2)S1 (centres undefined)
    -12.1%, 0.9
> Cc1c(C(=O)N2CCCC2)oc2c1-c1[nH]ncc1CC2
    ?, /
> O=C(N/N=C/c1ccc(OC(=O)c2ccccc2Cl)cc1)c1ccc(O)cc1
    i, 19.5
> COCC1CCCN(Cc2cn(-c3ccccc3F)nc2-c2cc(C)sc2C)C1 (centres undefined)
    -8.5%, -19.0
> O=C(NCCc1ccccc1)C1CCN(S(=O)(=O)c2cccnc2)CC1
    13.5%[9.22 µM], 18.2
> CCOc1ccc(S(=O)(=O)N(CC)CC(=O)NCc2cccnc2)cc1C
    ?, /
> COc1cc2c(cc1OC)CN(CC(=O)Nc1ccc(F)cc1)CC2
    ?, /
> COc1cc(C(=O)NS(=O)(=O)c2ccccc2C)ccc1Cc1cn(C)c2ccc(NC(=O)OC3CCCC3)cc12
    -0.6%, -16.2
> CCC(=O)N1CCc2cc(S(=O)(=O)NCCC(=O)Nc3ccccc3C)ccc21
    ?, /
> Cc1ccc(OCC(=O)Nc2cc(C(=O)O)cc(C(=O)O)c2)cc1C
    ?, /
> CCc1cc2c(=O)n(Cc3ccco3)c(SCC(=O)NC3CCS(=O)(=O)C3)nc2s1 (centres undefined)
    13.8%, 10.2
> CCOC(=O)c1cc(-c2ccc(C#N)cc2)nc2c1c(C)nn2CCC#N
    ?, /
> CCCc1ncc(C(O)c2ccc(OC)cc2)n1C (centres undefined)
    ?, /
> O=C(Nc1ccccc1C(=O)O)c1cccc(NC(=O)c2ccccc2Br)c1
    ?, /
> CNc1ncc(C(=O)c2ccc(-c3ccccc3)cc2)s1
    ?, /
> CN(C)S(=O)(=O)c1ccc(C(=O)N2CCCC2c2nc3ccccc3s2)cc1 (centres undefined)
    -4.6%, -8.5
> C/C(CC(=O)Nc1ccccn1)=N\NC(=O)C(=O)Nc1ccccc1C
    ?, /
> COc1ccc(C(=O)N(Cc2ccccc2)c2cccc(C)c2)cc1
    ?, /
> COc1cccc(C2C(C(=O)c3cc4ccccc4o3)=C(O)C(=O)N2c2cc(C)on2)c1 (centres undefined)
    ?, /
> Cc1ccc(N=C2C(=O)Nc3ccc(Br)cc32)cc1
    ?, /
> O=C(CSc1nc2c([nH]c3ccccc32)c(=O)n1-c1cccc(Cl)c1)N1CCOCC1
    ?, /
> Cc1cccc2[nH]c(-c3ccc(NC(=O)c4ccco4)cc3)nc12
    ?, /
> O=C(NNc1cc(N2CCOCC2)nc(N2CCOCC2)n1)c1ccc(Cl)cc1Cl
    -0.2%, 2.4
> Cc1cccc(NC(=O)CSc2nc(N)cc(N)n2)c1
    -3.0%, -6.0
> CN(C)S(=O)(=O)Nc1cc(F)cc(F)c1
    -32.6%, -8.3
> COc1ccc2cc3c(N)c(C(=O)NCc4ccco4)sc3nc2c1
    ?, /
> OCC[C@@H]1C[C@H](O)[C@@H](O)[C@@]2(OCCCc3ccccc32)O1
    ?, /
> Cc1noc(/C=C/c2ccco2)c1S(=O)(=O)N1CCC(C(=O)N2CCc3ccccc3C2)CC1
    ?, /
> CCN1CCN(Cc2ccc(NC(=O)Nc3ccc(OC)cc3)cc2)CC1
    -14.3%, /
> Cc1ccc(SCCNC(=O)CN2C(=O)c3ccccc3S2(=O)=O)cc1
    ?, /
> COc1ccc(S(=O)(=O)N2CCN(C(c3ccccc3)c3ccccc3)CC2)cc1NC(C)=O
    -2.6%, 5.9
> Cc1nc2cc(C(=O)NCCN3CCOCC3)ccc2n1-c1ccc(F)cc1F
    ?, /
> COc1ccc(C2=C3C(=O)OCC3Cc3ncn(Cc4ccccc4)c32)cc1 (centres undefined)
    ?, /
> CN(C)N=C1c2cc(S(=O)(=O)N3CCOCC3)ccc2-c2ccc(S(=O)(=O)N3CCOCC3)cc21
    -13.6%, -4.2
> CCc1cc2c3c(c1)C(C)CC(C)(C)N3C(=O)/C2=C1\SC(=O)NC1=O (centres undefined)
    6.9%, -9.1
> O=c1cc(CO)oc(C(Nc2cccc([N+](=O)[O-])c2)c2ccccn2)c1O (centres undefined)
    -0.2%, 4.9
> CCOC(=O)c1cc(-c2cccs2)[nH]n1
    10.8%, -2.7
> Cc1onc(-c2c(Cl)cccc2Cl)c1NC(=O)NC1CCSC1 (centres undefined)
    -11.6%, 3.2
> COc1cccc(CNCc2ccco2)c1O
    ?, /
> COc1ccc(CCNC(=S)Nc2ccc(C(C)C)cc2)cc1
    ?, /
> COc1cccc(NC(=O)Nc2cccn(Cc3ccc(C)cc3)c2=O)c1
    ?, /
> CC1CCCN(C2(O)C(=O)Nc3ccc([N+](=O)[O-])cc32)C1 (centres undefined)
    0.2%, 11.4
> COc1cccc(CN(C)C(=O)COc2ccc(C(=O)c3ccc(Cl)cc3)cc2)c1OC
    i, 10.4
> O=c1oc2ccccc2c2c1nnn2CCO
    19.3%, 4.2
> O=C(Nc1nc(COc2ccccc2)cs1)c1ccccc1F
    27.7%, 16.2
> Cc1cc(C(=O)Nc2ccc3c(c2)OCCO3)co1
    i, /
> O=C(O)c1ccccc1Nc1ccc(OC(F)F)cc1
    ?, /
> c1ccc(-c2ccc(OCCOCCn3cncn3)cc2)cc1
    ?, /
> CCCCn1c(SCC(=O)Nc2cc(C(F)(F)F)cc(C(F)(F)F)c2)nnc1C(CC)N(C)C (centres undefined)
    ?, /
> CCOc1cccc2sc(Nc3nc4ccc(NC(C)=O)cc4s3)nc12
    ?, /

# 4 entries from above, reformatted:
Cc1cccc2[nH]c(-c3ccc(NC(=O)c4ccco4)cc3)nc12
- Lipid storage S3: ?
- Lipid storage S3 cell count max: /

O=c1cc(CO)oc(C(Nc2cccc([N+](=O)[O-])c2)c2ccccn2)c1O (centres undefined)
- Lipid storage S3: -0.2%
- Lipid storage S3 cell count max: 4.9

COc1cccc(CNCc2ccco2)c1O
- Lipid storage S3: ?
- Lipid storage S3 cell count max: /

O=C(O)c1ccccc1Nc1ccc(OC(F)F)cc1
- Lipid storage S3: ?
- Lipid storage S3 cell count max: /

# (cont.)
# The line under a structure holds: Lipid storage S3, Lipid storage S3 cell count max
> CCN(CC(=O)Nc1cc(Cl)ccc1C)C(=O)C1CCCCC1
    -1.5%, -6.5
> N#Cc1cc2c(nc1SCC(=O)Nc1sc3c(c1C#N)CCC3)CCCC2
    -3.1%, 2.3
> c1cncc(CSc2ccc(-c3cccnc3)nn2)c1
    -10.1%, -13.2
> CC(C)(C)C(=O)Nc1nnc(SCc2cccc(F)c2)s1
    ?, /
> CCCNc1nc(=S)n(-c2ccccc2)c(C)c1C(C)=O
    -10.6%, -11.8
> Cc1nonc1NC(=O)CSc1nnc(-c2ccoc2C)n1CC(C)C
    ?, /
> CCCn1c(SCN2C(=O)c3ccccc3C2=O)nc2cc(Cl)ccc2c1=O
    ?, /
> CCNC(=S)NCc1ccc2[nH]c(C)cc2c1
    -4.3%, 15.9
> COC(=O)c1ccc(NC(=O)c2cccc(Cl)c2)o1
    9.2%, -18.6
> C[C@@H](NC(=O)c1ncn(Cc2ccccc2)c1C(=O)N[C@H](C)c1ccccc1)c1ccccc1
    ?, /
> O=C(NCc1nnc(SCC(=O)N2CCCC2)o1)c1c(F)cccc1Cl
    i, 23.9
> CCCN(CC(=O)Nc1ccccc1OC)C(=O)CCC(=O)c1ccc(F)cc1
    0.82µM*, -6.3*
> O=C(CCC(=O)N1CCN(c2ccc(F)cc2)CC1)c1ccccc1
    i, -22.1
> CCOc1ccc(CN(C)C(=O)CNC(=O)c2ccc3ccccc3c2)cc1OC
    ?, /
> COc1cccc(-c2ocnc2C(=O)Nc2ccc3c(c2)CCC3)c1
    ?, /
> O=C1CCCC/C1=C\Nc1ccccc1C(=O)O
    ?, /
> O=C(Nc1c(C(=O)Nc2cccc3ccccc23)cnn1-c1ccccc1)c1ccco1
    ?, /
> COc1cc(CNCc2cccnc2)ccc1OCc1ccccc1
    ?, /
> COc1ccc(S(=O)(=O)NNC(=O)c2sccc2-n2cccc2)cc1
    6.3%, /
> Cc1ccc(C)c(OCCC(=O)Nc2ccc3c(c2)OCO3)c1
    ?, /

# Continued:
SMILES	Lipid storage S3	Lipid storage S3 cell count max
CCOC(=O)C(C)Sc1nnc2c3ccccc3n(C)c2n1 (centres undefined)	?	/
O=c1oc2ccc(Cl)cc2nc1/C=C(\O)c1cccs1	?	/
Cc1cccc(C)c1NC(=O)CN(C)CC(=O)Nc1ccccc1Br	-11.4%	-13.6
Cc1ccccc1CNCCCSc1ncccn1	?	/
Cn1ccnc1SCC(=O)Nc1cccc([N+](=O)[O-])c1	?	/
COc1ccc(N2C(=O)CC(NC3CCCCNC3=O)C2=O)cc1 (centres undefined)	-4.8%	5.2
CCn1c(=N)n(CC(O)c2ccccc2)c2ccccc21 (centres undefined)	13.2%	1.2
O=S(=O)(c1ccc2c(c1)OCCO2)N1CCN(c2nc3ccccc3s2)CC1	?	/
CCN1CCN(S(=O)(=O)c2ccc(Cl)c(C(=O)N(C)Cc3ccccc3)c2)CC1	9.9%	6.7
Cc1ccc(S(=O)(=O)/N=C/c2cc(Br)ccc2O)cc1	5.7%	-21.0
CCN(CC)S(=O)(=O)c1cccc(C(=O)NNC(=O)c2ccc3[nH]c(=O)c(=O)[nH]c3c2)c1	i	-9.5
CN(C)CC1CCCCC1C1(O)c2ccccc2CSc2sccc21 (centres undefined)	-0.6%	-27.0
CN(CCc1ccccn1)C(=O)CCC1CCCN(C(=O)c2c3c(nn2C)CCCC3)C1 (centres undefined)	?	/
COc1ccc(CN2CCN(CCSc3ccc(C)cc3)CC2)c(OC)c1OC	22.0%	2.1
COc1cc(/C=N/NC(N)=S)ccc1OCC(=O)N1CCOCC1	7.4%	1.6
CCn1c(SCC(=O)Nc2cc(NC(C)=O)ccc2OC)nnc1-c1ccncc1	19.2%	-8.3

# Reprinted at random: 2 records from the list
SMILES	Lipid storage S3	Lipid storage S3 cell count max
COc1cc(/C=N/NC(N)=S)ccc1OCC(=O)N1CCOCC1	7.4%	1.6
Cc1ccc(S(=O)(=O)/N=C/c2cc(Br)ccc2O)cc1	5.7%	-21.0

# Following part.
SMILES	Lipid storage S3	Lipid storage S3 cell count max
Cc1onc(-c2ccccc2)c1C(=O)NC1CC1	?	/
Cc1nc2nc(SCC(=O)NCCCN3CCCCCC3)nn2c(C)c1Cc1ccccc1Cl	?	/
CC12CCC(c3c(C(=O)O)nn(-c4ccccc4)c31)C2(C)C (centres undefined)	-12.8%	7.2
CC(=O)c1ccc(NC(=O)CSc2ccc(-c3ccco3)nn2)cc1	19.4%	-7.8
CCOC(=O)C1=C(C)NC2=C(C(=O)C(C(=O)OCC)C(c3ccc(OC)cc3)C2)C1c1ccccn1 (centres undefined)	?	/
COc1ccc(C(=O)CC(=O)C(=O)Nc2ccc(C)cc2Cl)cc1	6.6%	7.1
COc1ccc(S(=O)(=O)NCC(=O)N(CC(=O)NCC2CCCO2)Cc2ccccc2)cc1 (centres undefined)	i	-8.6
Cc1cnc(NS(=O)(=O)c2ccccc2)c(Br)c1	4.7%	14.4
COc1cccc(Nc2nnc(SCC(=O)N3CCOCC3)s2)c1	-6.3%	-12.8
CC1CCCCN1C/C=C/c1ccccc1[N+](=O)[O-] (centres undefined)	3.4%	13.4
COC(=O)C(CC(C)C)NC(=O)c1cccs1 (centres undefined)	-7.5%	8.8
O=C1CCC(C(=O)N(CCO)Cc2ccccc2)CN1CC1CCCCC1 (centres undefined)	?	/
Cc1cccc2nc(CSc3nc4[nH]ncc4c(=O)n3-c3ccccc3Cl)cc(=O)n12	?	/
C=CCn1c(N2CCOCC2)nc2c1c(=O)[nH]c(=O)n2C	?	/
COCCCN1C(=O)C(O)=C(C(=O)c2ccc(C)o2)C1c1cccc(Br)c1 (centres undefined)	-11.4%	22.1
CSc1cccc(NC(=O)CSc2ccc(Cl)cc2)c1	?	/
COc1ccc(-c2cc(C(=O)Nc3ccc(Cl)cc3Cl)c3ccccc3n2)cc1OC	13.4%	10.0
CN(C)CCCN=Cc1c(O)n(Cc2ccccc2)c(=O)c2ccccc12	?	/
COc1ccc(NC(=S)NC(=O)c2cncc(Br)c2)c(OC)c1	?	/
O=C([C@H](O)c1ccccc1)N1CCC[C@H]1CO	4.4%	3.3
CC(=O)c1c(C)oc2ccc(NS(=O)(=O)c3ccc(O)c(C(=O)O)c3)cc12	20.4%	/
O=C(NC1CC1)c1ccc2c(c1)S(=O)(=O)c1cc(Cl)ccc1C2=O	?	/
NNC(=O)c1cc2ccccc2[nH]1	2.1%	12.3
